Screening results deposited in PubChem BioAssay by National Center for Advancing Translational Sciences (NCATS).
EPAC2 ag: activates human EPAC2 exchange factor; Q8WZA2; EPAC2 activation, biochemical qHTS; response scale: 100% = 6.5 mM cAMP response; Potency, µM (titrated, usually from 154 µM), inactives show at the highest dose activation, usual class: activators; hit rate 0.079% among 360,000; AID 720711; further: potency means the concentration at half of the fitted maximal effect; nearly all actives have a fitted effect of over 50% in size
Target sequence (Q8WZA2 whole entry, looked up): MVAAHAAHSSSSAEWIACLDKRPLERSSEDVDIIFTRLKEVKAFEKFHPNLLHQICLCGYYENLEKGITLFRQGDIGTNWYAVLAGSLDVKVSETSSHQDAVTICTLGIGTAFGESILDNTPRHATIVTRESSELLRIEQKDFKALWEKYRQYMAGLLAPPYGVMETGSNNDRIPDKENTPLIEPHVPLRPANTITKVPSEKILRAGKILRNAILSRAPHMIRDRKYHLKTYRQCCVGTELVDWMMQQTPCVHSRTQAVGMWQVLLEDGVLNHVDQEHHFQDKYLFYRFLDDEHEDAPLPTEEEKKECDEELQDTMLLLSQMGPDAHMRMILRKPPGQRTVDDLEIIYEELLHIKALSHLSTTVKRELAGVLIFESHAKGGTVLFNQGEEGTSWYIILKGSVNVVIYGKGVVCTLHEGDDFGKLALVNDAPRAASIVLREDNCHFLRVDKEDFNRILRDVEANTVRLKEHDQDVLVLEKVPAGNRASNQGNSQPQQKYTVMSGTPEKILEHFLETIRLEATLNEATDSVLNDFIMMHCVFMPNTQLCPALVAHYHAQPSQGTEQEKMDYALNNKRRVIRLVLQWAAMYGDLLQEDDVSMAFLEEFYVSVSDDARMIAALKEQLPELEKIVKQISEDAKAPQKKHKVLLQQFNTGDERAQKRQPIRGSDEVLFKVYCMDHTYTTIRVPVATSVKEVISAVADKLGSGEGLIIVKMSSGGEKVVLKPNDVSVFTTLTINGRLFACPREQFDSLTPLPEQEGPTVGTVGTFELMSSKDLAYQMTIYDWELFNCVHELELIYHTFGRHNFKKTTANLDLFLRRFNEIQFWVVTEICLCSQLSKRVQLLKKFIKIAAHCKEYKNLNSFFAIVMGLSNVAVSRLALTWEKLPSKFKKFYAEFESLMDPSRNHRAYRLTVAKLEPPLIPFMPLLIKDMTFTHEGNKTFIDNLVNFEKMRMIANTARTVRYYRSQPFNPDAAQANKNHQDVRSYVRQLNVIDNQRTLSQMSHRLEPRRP
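Guanine nucleotide exchange by EPAC2 is measured as reduced fluorescence of BODIPY-GDP once it is released from 250 nM Rap1B. Plates are read kinetically for 30 min at room temperature; results are scaled to 6.5 mM cAMP.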
EPAC2 antagonist: antagonists of human EPAC2. Q8WZA2. EPAC2 GEF exchange of Rap1B-BODIPY-GDP, fluorescence. Potency, µM (titrated, usually from 114 µM), inactives show top-dose activity, negative = inhibition, most hits filed as inhibitors. hit rate 0.18% among 360,000; further: potency means the concentration at half of the fitted maximal effect; on the % scale 0 is the no-effect control and ±100 the full control effect; nearly all actives have a fitted effect of over 45% in size; many of its hits are not listed in these tables
TGFb SMAD3 inh: inhibitors of TGF-b signaling | hit rate 1.2% among 410,000 | Potency, µM (highest dose often 46.1 µM), without a hit: at the highest dose activity, negative = inhibition, actives largely listed as inhibitors | HepG2 CAGA-GFP TGF-b/SMAD3 reporter, GFP fluorescence, 18 h; TGF-beta stimulated, 500 pg/mL final; further: potency means the concentration at half of the fitted maximal effect; on the % scale 0 is the no-effect control and ±100 the full control effect; nearly all actives have a fitted effect of over 65% in size
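Smad-responsive CAGA-GFP expression was quantified in HEPG2 cells exposed to compounds and 500 pg/mL final TGF-beta for 18 h at 37 degrees C; unstimulated wells defined full inhibition.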
MmCpn inh: inhibitors of Methanococcus maripaludis chaperonin (MmCpn). purified Mm-Cpn ATPase, ADP Transcreener TR-FRET. Potency, µM (titrated, usually from 76.9 µM), inactives show top-dose activity, negative = inhibition, actives largely listed as inhibitors. hit rate 0.031% among 330,000; further: potency means the concentration at half of the fitted maximal effect; on the % scale 0 is the no-effect control and ±100 the full control effect; nearly all actives have a fitted effect of over 80% in size
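ATPase read-out: TR-FRET ADP immunoassay (anti-ADP Eu cryptate vs ADP-d2), ex 320 nm, em 590/665 nm; signal drops as ADP forms. Enzyme 25 nM, ATP 10 uM, 30 min at 37°C after 10 min compound preincubation.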
Nrf2 ARE act: activators of Nrf2 (ARE) signaling. AREc32 ARE-luciferase reporter (MCF7-derived line), luminescence, 24 h. Potency, µM (top dose mostly 46.1 µM), without a hit: top-dose activation, most hits filed as activators. hit rate 0.31% among 410,000; further: potency means the concentration at half of the fitted maximal effect; % of control where 0% means no effect; nearly all actives have a fitted effect of over 65% in size
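ARE-driven firefly luciferase activity in AREc32 cells measured after a 24 hr compound exposure at 37 deg C, using Steady-Glo reagent and a 30 min room-temperature hold.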
Nrf2 block: Nrf2 pathway inhibition; hit rate 2.1% among 360,000; A549 ARE-Fluc reporter, luciferase luminescence, 18-24 h; Potency, µM (series often up to 46 µM), for the others: top-dose activity change, negative = inhibition, hits mostly inhibitors; further: potency means the concentration at half of the fitted maximal effect; on the % scale 0 is the no-effect control and ±100 the full control effect; nearly all actives have a fitted effect of over 60% in size
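Quantitative HTS in A549 cells stably bearing an antioxidant response element-firefly luciferase construct. Inhibition of Nrf2-driven transcription was scored by luminescence after 18-24 h of compound exposure at 37 °C.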
CCT chaperon mod: changes cytosolic chaperonin activity | hit rate 0.3% among 360,000 | activity change, % (test concentration not listed), hits read low | purified chaperonin ATPase assay, HTRF ADP detection, 30 min; in the data active means activity change below about -30%; further: on the % scale 0 is the no-effect control and ±100 the full control effect
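TRiC at 40 or 20 nM final (batch-dependent) in 30 mM Tris pH 7.4, 100 mM KCl, 5 mM MgCl2, 1 mM DTT, with compound at single 76 uM and 10 uM ATP, 30 min at 37 deg C. ADP detected by HTRF Transcreener, 665/615 ratio.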
A549 tox: kills or reduces viability of A549 cells in Nrf2 counter-screen; A549 ARE-Fluc cells, CellTiter-Fluor viability, 18-24 h; Potency, µM (series often up to 46 µM), inactives show at the top dose activity change, negative = cytotoxicity, hits mostly inhibitors; hit rate 0.16% among 390,000; AID 504648; further: potency means the concentration at half of the fitted maximal effect; on the % scale 0 is the no-effect control and ±100 the full control effect
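A549 ARE_Fluc cells in 5% FBS OPTI-MEM were exposed to compounds in concentration-response for 18-24 h at 37 deg C. Viability was read by CellTiter-Fluor fluorescence (Ex 405/Em 525) after 30 min, before the luciferase read.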
Akt phos inh: inhibitors of Akt phosphorylation; Neuro2A IGF-stimulated pAkt S473 HTRF, 20 min; active compounds read low; activity change, % for hits at 50 µM; hit rate 0.32% among 360,000; AID 651550; in the data active means activity change below about -80%; inconclusive means mostly about -51% to -80%; further: on the % scale 0 is the no-effect control and ±100 the full control effect
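Single-point screen (50 µM final compound) in Neuro2A cells stimulated 20 min with 6 nM IGF at 37 deg C. After lysis, Ser473-phosphorylated Akt read by HTRF (ex 330 nm, em 615/665 nm) as the 665/615 ratio.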
Starred values were filed as active, the others as inactive; i = inactive; ? = inconclusive; nt = no result given; [ ] = remark or other dose. Unless noted, the call rests on the fitted dose curve; in most records, active means well fitted curve in the direction sought with a large enough effect; inconclusive means small, poorly fitted or top-dose-only effect, or another doubt; inactive means no such curve, though single readings can be large; an effect the other way counts as inactive or inconclusive. Not all compounds are listed; count on the stated rates, not on these rows.

SMILES | EPAC2 ag | EPAC2 antagonist | TGFb SMAD3 inh | MmCpn inh | Nrf2 ARE act | Nrf2 block | CCT chaperon mod | A549 tox | Akt phos inh
CC(C)(C)c1ccc(-c2nnc(SCCC#N)n2C2CCCC2)cc1 | 3% | -8% | ? | -5% | 1.6% | 21µM* | 0.4 | ? | i
O=C(c1cccc(S(=O)(=O)N2CCOCC2)c1)N1CCOCC1 | 12% | 0% | -6% | -3% | -0.5% | ? | 0.0 | nt | i
CCC(C)[C@H]1CN=C(N)N1CC1CCCCC1 (stereo not given in full) | 6% | 3% | -5% | nt | 2.1% | 3% | -1.3 | 3% | i
C#CCN1C(=O)S/C(=C/C=C/c2ccc(N(C)C)cc2)C1=O | 11% | 0% | ? | -4% | 2.3% | 26% | -0.8 | ? | i
O=C(Nc1cccc(Cl)c1)c1cncn1-c1ccc(F)cc1 | 5% | 4% | 3% | 1% | 1.3% | 15% | 1.8 | 9% | i
COC(=O)c1cc2c(C)cc3ccc(C)cn3c-2c1C(=O)OC | -114%[inhibitor] | 89%[activator] | 27% | -26% | 0.3% | -25% | -0.1 | -15% | ?
CCC1CCc2sc(C(=O)N3CCN(c4ccccn4)CC3)cc2C1 (stereo not given) | 10% | -1% | -21% | nt | 0.5% | 16% | 2.3 | 7% | i
CCCCn1c(N)c(N(Cc2ccccc2OC)C(=O)c2ccc([N+](=O)[O-])s2)c(=O)[nH]c1=O | 2% | -10% | ? | 1% | -0.7% | -21% | -1.1 | -9% | i
Cc1ccccc1NC(=O)C1CCCN(S(=O)(=O)c2ccc3c(c2)C(C)(C)C(=O)N3C)C1 (stereo not given) | 6% | -15% | 16% | -4% | 0.1% | -10% | 1.1 | -5% | i
CC(C(=O)NCCS(=O)(=O)c1ccc(Cl)cc1)S(=O)(=O)c1ccc(Cl)cc1 (stereo not given) | 6% | -3% | 40%[activator] | -1% | 0.2% | 9.2µM* | -2.6 | -1% | i
O=C(C[n+]1ccsc1)c1ccccc1 | -5% | 19% | 2% | 0% | 2.2% | 0% | 2.3 | -10% | i
Cc1cc(NS(=O)(=O)c2ccc(C3CCCCC3)cc2)no1 | -12% | 1% | -3% | 0% | 0.6% | -4% | -3.3 | 1% | i
O=[N+]([O-])c1ccc(Cl)c(/C=N/N2CCN(Cc3ccc(Cl)cc3)CC2)c1 | 6% | -12% | 0% | 1% | -0.4% | -7% | -2.1 | 3% | nt
CCCS(=O)(=O)NC(=O)C1(C)CCN(C(=O)c2cc(C(C)(C)C)nn2C)C1 (stereo not given) | -2% | 13% | 7% | nt | -0.2%[9.22 µM] | nt | 0.0 | nt | i
CCOc1ccccc1NC(=O)C1CCN(S(C)(=O)=O)CC1 | 1% | -8% | 6% | 0% | -0.2% | 6% | 1.7 | 2% | i
CC(C)CCOc1ccc(C(=O)NCC(c2cccs2)N2CCOCC2)cc1 (stereo not given) | -2% | -17% | -19% | -2% | -0.2% | -3% | 1.6 | -1% | i
CCOc1ccc(C2CC(=O)NC(NC(=O)c3ccc(C)cc3)=N2)cc1 (stereo not given) | nt | nt | 0% | nt | 1.0% | ? | nt | 2% | nt
Cn1c(Cc2cccs2)nnc1SCC(=O)N1CCc2ccccc21 | -4% | 6% | -12% | 1% | -0.9% | 4% | 0.8 | 0% | i
Cc1nn(Cc2cccc3ccccc23)c(C)c1NC(=O)c1cccnc1 | 13% | -1% | -20% | 3% | -0.5% | 6% | -0.3 | 0% | i
CCOc1ccc(C(C)NC(=O)CCC(=O)O)cc1 (stereo not given) | -20% | -4% | -21% | 1% | -0.4% | 5% | -1.9 | -5% | i
CC(=O)c1ccc(-c2nc3c4ccccc4ccn3c2C(C)=O)o1 | 5% | 7% | ? | -1% | 2.6% | 8% | -0.1 | -9% | i
CCCOc1ccc(C(=O)NCC(c2cccs2)N(C)C)cc1 (stereo not given) | 0% | -4% | -18% | 1% | 2.9% | 7% | -0.4 | 18% | i
Cc1cc(C)cc(NC(=O)N2CCN3CCCCC3C2)c1 (stereo not given) | nt | nt | -2% | nt | -0.5% | ? | nt | 14% | nt
COc1cccc2cc(C(=O)N3CCN(c4ccccc4F)CC3)c(=O)oc12 | 3% | -1% | 1% | -3% | 0.1% | 7% | -4.6 | 2% | i
Cc1cc(C)cc(N(C)S(=O)(=O)c2nnc(NC(=O)COc3ccc(C)c(C)c3)s2)c1 | nt | nt | 0% | nt | 0.3% | ? | nt | -17% | nt
O=C(c1cccs1)c1sccc1Cc1ccccc1 | 17% | -29% | 0% | nt | 11% | 25% | -2.7 | 6% | i
O=C1NC(c2cccc(Cl)c2)Nc2ccccc21 (stereo not given) | -1% | 4% | -54% | -2% | 9.3% | -2% | -0.7 | 6% | i
CCOCCCNC(=O)c1cn(CC)c2ccc(S(=O)(=O)N3CCC(C)CC3)cc2c1=O | -8% | -6% | 3% | 1% | -0.2% | -27% | -2.8 | 3% | i
Cc1sc(NC(=O)CSc2nc(N)cc(N)n2)c(C#N)c1C | -1% | -3% | 2% | 2% | 2.1% | 21µM* | 1.4 | -7% | i
CN1CCc2c(sc(/N=C/c3ccco3)c2C(N)=O)C1 | 0% | 16% | 2% | 0% | 4.9% | 8% | 1.8 | -9% | i
O=C(Nc1cc2c(cc1Br)OCCO2)c1cccnc1 | 5% | 4% | -2% | 0% | -0.3% | 0% | 1.0 | 8% | i
CC(=O)Nc1ccc(NC(=O)C(C)OC(=O)c2cccc(S(=O)(=O)N3CCCCC3)c2)cc1 (stereo not given) | -16% | -22% | -1% | 0% | -0.1% | -12% | 0.5 | -14% | i
O=C(O)c1ccccc1C(=O)Nc1ccc(Nc2ccc([N+](=O)[O-])cc2[N+](=O)[O-])cc1 | 12% | -5% | 16% | 2% | 4.8% | -16% | -0.2 | -13% | i
COC(=O)c1ccccc1-c1ccc(/C=N/Nc2nc(N3CCCC3)nc(N3CCCC3)n2)o1 | 10% | 0% | 13µM* | -4% | -2.8% | ? | -6.3 | -13% | i
Cc1ccc(S(=O)(=O)NCc2ccccc2)cc1C(=O)NC1CCCCC1 | -4% | 17% | -4% | 1% | 1.5% | -1% | -0.2 | 11% | i
Cc1c(C(=O)N2CCOCC2)c(S(=O)(=O)Nc2ccccc2F)c(C)n1C | -8% | 6% | 0% | 0% | 0.1% | 23% | 1.0 | 1% | i
CCCN1C(=O)C(NS(=O)(=O)c2ccc(N)cc2)(C(F)(F)F)C(C(=O)OC)=C1C (stereo not given) | -2% | 13% | 1% | 2% | -0.2% | nt | 0.3 | -3% | i
COc1cccc(/C(O)=C/c2nc3ccc(C(=O)NCCc4cccc(C)c4)cc3[nH]c2=O)c1 | 112µM* | -6% | 80%[activator] | 0% | -0.1%[9.22 µM] | 10% | -5.5 | 4% | i
CSC1=C(C#N)C(c2ccc3c(c2)OCO3)C2=C(CCCC2=O)N1 (stereo not given) | 4% | -4% | -25% | -2% | 0.5% | -9% | 0.7 | -11% | i
O=C(CSCc1cc(=O)n2nc(C3CC3)sc2n1)Nc1ccc(F)cc1 | -1% | 7% | 10% | 3% | -0.7% | 6% | 0.8 | 0% | i
Cc1cc(C)n(CC(=O)N2CCCC(N3CCN(c4ccc(F)cc4)CC3)C2)n1 (stereo not given) | 10% | 3% | -21% | 1% | 1.0% | -11% | -0.9 | 5% | i
COc1cccc(C(=O)NCCSc2ccc(C)cc2)c1 | 12% | -8% | -5% | 2% | 0.1% | 17% | 0.9 | 12% | i
Cc1cc(C)n(CCN(C)c2nc3nonc3nc2N2CCCCC2)n1 | 1% | 12% | -21% | 1% | 0.2% | 8% | -2.0 | 8% | i
CC(C)(C)NCc1ccc(OCc2cccs2)cc1 | 5% | 15% | 16% | 0% | 0.9% | 30% | 1.4 | 1% | i
COc1ccc(/C=N/NC(=S)Nc2cc(C(F)(F)F)ccc2Cl)cc1 | 7% | 2% | 9% | -2% | 4.7% | 8% | 1.3 | 3% | i
O=c1c2ccccc2nc(COc2ccccc2)n1/N=C/c1ccc(O)cc1O | 9% | -19% | ? | 1% | -0.6% | 26µM* | -3.7 | -10% | i
O=C(O)c1cc(S(=O)(=O)Nc2cccc(Oc3ccccc3)c2)ccc1Br | 16% | -5% | 1% | -1% | 0.0% | -13% | 0.1 | 1% | i
CC(C)Cn1cnc2c1c(=O)n(CC(O)c1ccccc1)c(=O)n2CC(C)C (stereo not given) | 8% | -7% | -13% | 1% | -0.4% | 8% | -1.5 | 2% | i
O=C(O)c1nccnc1C(=O)Nc1ccc(Oc2c(Cl)cccc2Cl)nc1 | 7% | 12% | 8% | -3% | 4.5% | 2% | -0.1 | -4% | i
CCC(=O)N1CCc2cc(Br)cc(S(=O)(=O)N3CCCC(C(=O)Nc4ccc(C(C)C)cc4)C3)c21 (stereo not given) | nt | nt | 41%[activator] | nt | -0.3% | -2% | nt | 4% | nt
COc1ccccc1NC(=O)Cn1nnc(-c2ccccc2NC(=O)c2cnccn2)n1 | -6% | -8% | -2% | -2% | 0.2% | 15% | -1.2 | 0% | i
Cc1ccc(S(=O)(=O)N/N=C\c2ccc(C)o2)cc1 | 9% | 4% | 0% | -3% | -0.3% | -2% | -0.9 | 3% | i

Two entries from above, with each value named:
O=C(O)c1nccnc1C(=O)Nc1ccc(Oc2c(Cl)cccc2Cl)nc1
  EPAC2 ag: 7%; EPAC2 antagonist: 12%; TGFb SMAD3 inh: 8%; MmCpn inh: -3%; Nrf2 ARE act: 4.5%; Nrf2 block: 2%; CCT chaperon mod: -0.1; A549 tox: -4%; Akt phos inh: i

CCC(=O)N1CCc2cc(Br)cc(S(=O)(=O)N3CCCC(C(=O)Nc4ccc(C(C)C)cc4)C3)c21 (stereo not given)
  EPAC2 ag: nt; EPAC2 antagonist: nt; TGFb SMAD3 inh: 41%[activator]; MmCpn inh: nt; Nrf2 ARE act: -0.3%; Nrf2 block: -2%; CCT chaperon mod: nt; A549 tox: 4%; Akt phos inh: nt
